Compound activity: PubChem, several laboratories
FLuc stim CS: affects firefly luciferase, flagging false hits in luciferase stimulation screens. P08659. ATPlite luciferase biochemical, luminescence, 10 min; 0 = ATP-free wells, 1 = DMSO control. activation factor at 10 µM. 200,000 tested, under 10 active;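 active = luciferase activation factor, scaled between plate controls, of at least 2 with compound at 10 µM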
Target sequence (P08659 whole entry, looked up): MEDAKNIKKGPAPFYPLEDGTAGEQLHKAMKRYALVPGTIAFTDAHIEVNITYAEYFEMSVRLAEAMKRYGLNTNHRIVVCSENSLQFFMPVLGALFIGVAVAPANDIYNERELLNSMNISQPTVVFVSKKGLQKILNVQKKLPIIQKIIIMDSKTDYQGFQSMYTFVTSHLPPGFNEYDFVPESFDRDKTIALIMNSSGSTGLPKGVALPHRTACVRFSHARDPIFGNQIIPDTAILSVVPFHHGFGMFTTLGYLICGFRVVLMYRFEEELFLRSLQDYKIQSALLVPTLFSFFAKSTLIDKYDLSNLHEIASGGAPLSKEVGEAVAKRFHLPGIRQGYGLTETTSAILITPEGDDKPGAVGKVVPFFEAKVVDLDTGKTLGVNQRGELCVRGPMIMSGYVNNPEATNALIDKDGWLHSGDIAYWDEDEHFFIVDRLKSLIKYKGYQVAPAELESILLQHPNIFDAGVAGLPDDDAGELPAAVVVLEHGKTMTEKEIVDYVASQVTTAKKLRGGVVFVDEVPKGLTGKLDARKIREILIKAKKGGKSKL
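System: Luciferase/luciferin detection reagent, cell-free biochemical luciferase assay | Medium: PBS buffer for ATP | Dosing: Test compounds dosed from 2 mM stocks in 100% DMSO | Timing: 10 min at ambient temperature | Signal: Luminescence measurement of luciferase light output | Evaluation: Luciferase activation, seen as luminescence increase over controls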
APP 5UTR inh: APP translation inhibition; SH-SY5Y APP 5'UTR-luciferase reporter, luminescence; inhibition, % at 2 µM; 0.82% of 190,000 active;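 active = inhibition above a set limit, derived from the sample mean plus 3 SD, cut at about 45% in these data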; note: values of inactives mirror those of a sister screen read the other way
FLuc inhib CS: counter-screen for luciferase assay inhibitors: firefly luciferase inhibition; 1.5% of 200,000 active; ATPLite firefly luciferase biochemical luminescence, 10 min; P08659; inhibition, % at 10 µM;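 active = inhibition above about 50% when tested at 10 µM, limit read from the data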
Lmaj promast: inhibitors of Leishmania major promastigote growth. Leishmania major promastigotes, resazurin fluorescence viability. inhibition, % at 10 µM. 9% of 200,000 active. AID 1063; in the data active = inhibition above about 50%;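 note: promastigotes grown with compound for 44 hours at 28 °C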
RAM inhibit: inhibitors of the yeast RAM network. S. cerevisiae dse1pr::URA3 reporter, 5-FOA growth OD615, 2 d; analog-sensitive cbk1-as2 kinase mutant strain. inhibition, % at 50 µM. 1.8% of 190,000 active;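 active = inhibition above a set limit, 3 SD over mean compound inhibition, cut at about 8.4% in these data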;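 note: 0% = DMSO-only wells with no growth and 100% = 10 µM 1-NA-PP1 full growth; inhibition rescues growth on 5-FOA so higher OD means more RAM inhibition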
bIAP act: intestinal alkaline phosphatase (bovine) activation; 0.17% of 200,000 active; purified bovine IAP, CDP-star luminescence, 30 min; hits give high values; fold of DMSO-control signal, blank-subtracted; activation factor at 20 µM;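 active = activation factor of 2 or more at 20 µM, a signal rise over negative controls twice the positive control's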
TNAP inh hi DEA: inhibitors of human TNAP at high phosphate acceptor concentration; P05186; purified TNAP, CDP-star luminescence, 1 M DEA; inhibition, % at 20 µM; 0.03% of 200,000 active; AID 1135;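 active = over 50% inhibition of tissue-nonspecific alkaline phosphatase at 20 µM in the single-dose screen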;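 note: plate controls were DMSO wells for no effect and EDTA-quenched wells as full inhibition for full effect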
Target sequence (P05186 whole entry, looked up): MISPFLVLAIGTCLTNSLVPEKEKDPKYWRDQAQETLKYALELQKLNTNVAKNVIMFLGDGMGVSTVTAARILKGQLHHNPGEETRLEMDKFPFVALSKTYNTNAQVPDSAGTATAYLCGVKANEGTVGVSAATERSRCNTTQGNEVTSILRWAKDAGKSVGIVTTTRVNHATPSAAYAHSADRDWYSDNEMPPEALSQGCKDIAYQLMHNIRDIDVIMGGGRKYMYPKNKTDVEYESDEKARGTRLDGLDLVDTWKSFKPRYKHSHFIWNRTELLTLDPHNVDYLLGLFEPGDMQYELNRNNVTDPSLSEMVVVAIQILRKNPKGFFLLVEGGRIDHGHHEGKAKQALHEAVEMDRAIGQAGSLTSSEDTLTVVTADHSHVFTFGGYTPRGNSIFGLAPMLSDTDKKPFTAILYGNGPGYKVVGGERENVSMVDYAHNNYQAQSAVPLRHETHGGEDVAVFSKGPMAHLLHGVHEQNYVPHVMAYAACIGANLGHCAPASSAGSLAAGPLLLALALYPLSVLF
TNAP act hiacc: activators of human TNAP at high phosphate acceptor concentration. purified TNAP, CDP-star luminescence, 1 M DEA, 30 min; hits give high values; 0 = EDTA background, 1 = DMSO-only activity. P05186. 200,000 tested, under 10 active. activation factor at 20 µM;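 active = activation factor at least 2 at 20 µM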
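Dosing: 20 µM single point. System: human TNAP. Amount: TNAP 1/800 final. Incubation: 30 min, room temperature. Read-out: TNAP activation factor scaled between EDTA and DMSO control wells. Signal: luminescence from CDP-star hydrolysis. Medium: 1 M DEA, pH 9.8, Mg2+, Zn2+. Control set: EDTA negative control, DMSO positive control.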
TNAP inh noacc: inhibitors of human TNAP without phosphate acceptor | P05186 | purified TNAP, CDP-star luminescence, 30 min | inhibition, % at 20 µM | 0.26% of 200,000 active;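 active = tissue-nonspecific alkaline phosphatase inhibition above about 50% at 20 µM in the single-dose screen, limit read from the data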;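 note: 0% = DMSO negative control and 100% = EDTA positive control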
bIAP inh: blocks bovine intestinal alkaline phosphatase activity | purified bovine IAP, CDP-star luminescence, 30 min | inhibition, % at 20 µM | 190,000 tested, under 10 active;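 active = over 50% inhibition of intestinal alkaline phosphatase at 20 µM in the single-dose screen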
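Assay system – bovine IAP enzyme · Quantity – bovine IAP at 1/65,000,000 final dilution · Detection – CDP-star luminescence signal · Times – 30 min reaction at room temperature · Also added – CDP-star substrate at 30 µM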
* = called active by the depositor; x = not tested or not shown.

SMILES	FLuc stim CS	APP 5UTR inh	FLuc inhib CS	Lmaj promast	RAM inhibit	bIAP act	TNAP inh hi DEA	TNAP act hiacc	TNAP inh noacc	bIAP inh
Cc1cccc(C)c1NC(=O)CCCCCNS(=O)(=O)c1ccccc1	1	16	-4	-12	2.3	1.1	-2	1	-6	-14
CCn1c(=O)c(C(=O)CN2CCN(S(=O)(=O)c3ccccc3)CC2)c(N)n(Cc2ccccc2)c1=O	1.1	-52	-10	22	0.6	1.2	-3	1	-1	-17
CCN(CC)Cc1cc(C(C)=O)ccc1OCC(C)C	0.9	-7	5	27	1.5	1	-3	1	-4	-1
COc1ccc(N(CCC#N)C(=O)/C(C#N)=C/c2cccs2)cc1	1.1	4	-9	1	0.3	0.9	-6	1.1	-16	5
COc1ccc(CNC(=O)c2cccc(C)c2[N+](=O)[O-])cc1	1	-18	-5	-5	1.2	1	-3	1	-6	3
COc1ccc2c(c1OC)C(=O)OC2Nc1ncccc1C (stereo not given)	1.1	6	-6	-5	-0.3	1	-2	1	-10	4
CC(=O)Nc1ccc(NC(=O)CSc2ccccn2)cc1	1	-7	-1	22	1.0	1	-7	1.1	-5	4
CCCCCn1c(CCNC(=O)c2cccs2)nc2ccccc21	1	4	-4	20	2.7	1.1	0	1	-4	-6
CCOC(=O)c1sc(C)c2c(=O)n(Cc3ccc(Cl)cc3)c(C)nc12	1.1	-10	-9	12	1.1	1	-1	1	1	1
COc1cc(/C=N/NC(=O)COc2cc(C)cc(C)c2)ccc1OS(=O)(=O)c1ccc(C)cc1	1	-3	-4	-2	4.1	1	-2	1	17	-4
CCC(=O)NC(Cc1ccccc1)c1ccc2c(c1)OCCCO2 (stereo not given)	1	-11	-2	-6	1.4	1	-2	1	-4	0
O=C1C2CC=CCC2C(=O)N1c1ccc(N2CCN(c3ccccn3)CC2)c([N+](=O)[O-])c1 (stereo not given)	1	-16	-1	5	2.9	1.1	5	1	-4	-5
O=C1CC(N2C(=O)/C(=C/C=C/c3ccccc3)SC2=S)C(=O)N1c1ccccc1 (stereo not given)	1.1	-7	-8	56*	5.9	0.9	9	0.9	20	14
Cn1c(SCC(=O)NCCc2ccc(S(N)(=O)=O)cc2)nc2ccccc2c1=O	1	-25	-1	-6	1.2	1.5	-1	1	-7	-48
CCn1c(CSCc2c(Cl)cccc2Cl)n[nH]c1=S	1	-39	2	81*	5.3	0.9	4	1	-89	13
CCCn1c2ccccc2c2nnc(SCC(=O)Nc3nnc(CC(=O)OCC)s3)nc21	1.1	19	-6	-8	7.8	0.9	-4	1	-17	13
Cc1nc(NCCN2CCOCC2)c2oc3ccccc3c2n1	1	9	-4	36	0.1	0.9	-9	1.1	-18	11
O=C(O)CSc1nc2c(c(=O)[nH]1)CCCC2	1.1	-12	-6	-6	0.7	0.9	-6	1.1	-10	7
CCOC(=O)c1c(C)[nH]c(C(=O)COC(=O)CSCC(=O)N(CC)CC)c1C	1	6	-2	-4	-1.7	0.9	-4	1	-11	8
CC(C)(CNC(=O)COc1ccccc1Cc1ccccc1)N1CCOCC1	1	-8	-4	10	3.0	1.2	-1	1	6	-16
CCOc1nc(NCCN2CCOCC2)nc(Nc2ccc([N+](=O)[O-])cc2)n1	1	9	-4	33	0.9	1	-1	1	-7	0
CCNC(=O)C12CCC(C)(C(=O)O1)C2(C)C (stereo not given)	1	-10	-4	-12	1.3	1	0	1	-13	-4
C=Cn1cc[n+](CC(=O)c2ccc(C)cc2)c1	1.1	5	-6	-4	2.0	0.8	-1	1	-3	19
CCN(CC)S(=O)(=O)c1cccc(NC(=O)COc2ccc(F)cc2Br)c1	1	-4	-1	24	7.1	0.8	1	1	-8	20
O=C(NC12CC3CC(CC(C3)C1)C2)c1ccc(-c2ccccc2Cl)o1	0.7	-182	28	31	3.7	0.6	-5	1.1	-10	37
CC1CC(C)(C)NC(=S)N1CCCC(=O)N1CCN(c2ccccc2F)CC1 (stereo not given)	0.7	-20	28	61*	0.3	1.1	-2	1	16	-11
CCCCP(=O)(c1ccccn1)c1ccccn1	1	10	0	2	x	1	-2	1	-7	-2
CC(=O)NCC(=O)OCC(=O)Nc1nc(-c2ccccc2)cs1	1	-5	-3	-4	2.8	1	-3	1	-6	-2
O=C(Cn1c(C(F)(F)F)nc2ccccc21)c1ccc(Br)cc1	1	-5	-1	-7	4.0	1	2	1	-5	-1
Cc1nn(Cc2ccc(F)cc2)c(C)c1NC(=O)c1cc(-c2ccco2)on1	1	-7	-1	2	5.8	1	-1	1	-11	-2
N/C(=N\OC(=O)Cc1cccs1)c1cccc([N+](=O)[O-])c1	1	-4	3	-7	2.5	0.9	-1	1	-15	5
COc1cc(C2=NC(CO)(CO)CO2)cc(OC)c1OC	1.1	10	-7	-2	0.0	1	-4	1	1	1
CCCCNC(=O)NNc1nc(Cl)cc(C)c1C#N	1.1	-12	-10	-5	1.4	1.1	-3	1	0	-5
COc1cc(OC)cc(C(=O)NCc2cc(C)nc3ccccc23)c1	1	3	-4	4	3.7	1.1	0	1	-4	-9
CC(C)Oc1ccc(NC(=O)C2CCCNC2=O)cc1 (stereo not given)	1.1	-8	-7	-4	-0.2	1	-5	1.1	-5	4
Cc1ccc(S(=O)(=O)NCC(C)NS(C)(=O)=O)cc1 (stereo not given)	1	-2	0	-2	0.9	1	-2	1	-7	2
O=C(CNC1CCCCCC1)Nc1ccc(N2CCCC2)cc1	1	-5	-4	19	1.5	1	0	1	-10	-1
CCOC(=O)c1ccccc1NC(=O)CCNC(=O)Cn1cnc2ccccc2c1=O	1	12	-2	-1	0.3	0.9	1	1	-5	7
Cc1cccc(Nc2nc(-c3ccccc3)c(C(=O)Nc3cccnc3)s2)c1	1	-14	0	23	7.6	1	4	1	-9	-3
Cc1cc(C)nc(N2C(=O)CC(Cc3ccccc3)C2=O)n1 (stereo not given)	1.1	8	-14	-4	1.7	0.9	-3	1	-5	8
CCOC(=O)CCC(=O)NNC(=O)COc1ccc(C(C)C)cc1Br	1	-1	1	-8	-0.3	1.1	-5	1	-4	-10
O=C(NCCN1CCOCC1)c1ccc(F)cc1	1.1	11	-5	-5	0.3	0.9	-1	1	-7	7
COc1ccc(NC(C)C(=O)Nc2ccc(C#N)cc2)cc1Cl (stereo not given)	1.1	-8	-8	6	0.7	0.9	0	1	-23	14
CCOC(=O)C1CCN(c2c(C(=O)c3ccccc3)cnc3ccc(Cl)cc23)CC1	1	15	-1	34	1.0	1	0	1	-8	3
Cc1ccc(S(=O)(=O)c2cnc(-c3ccccc3)nc2Oc2ccccc2)cc1	1	-9	0	0	1.2	0.9	2	1	-12	9
CCCCNC(=O)c1cccc(NC(=O)C(=O)c2ccccc2NC(C)=O)c1	1	11	-1	2	0.6	1	4	1	-2	-2
C=CCn1c(SCC(=O)NC(=O)NC2CCCC2)nnc1C1CCCCC1	1	8	-4	-2	0.8	1.1	-2	1	-10	-7
COC(=O)c1sc(S(=O)(=O)N2CCCCC2C(=O)O)c(C(=O)OC)c1C (stereo not given)	1	59*	-4	-4	1.1	0.9	-10	1.1	-13	6
CCOC(=O)CC(NC(=O)CCc1c(C)nc2ncnn2c1C)c1ccc(OC(C)C)cc1 (stereo not given)	1.1	-10	-11	-2	-0.9	0.9	-6	1.1	-7	8
CN(c1ccccc1)S(=O)(=O)c1ccc(NC(=S)Nc2ccccc2)cc1	1.1	-5	-6	93*	-0.3	1	1	1	1	3
CCOCCCNC(=O)c1ccc2c(c1)ncn2C1CCCC1	1	-11	-1	-5	1.8	1	-4	1	-13	0
CN(CC(=O)NCc1ccccn1)S(=O)(=O)c1ccc(F)cc1	1.1	-5	-7	-1	-0.5	1	-1	1	1	-2
O=C(Nc1ccc2c(c1)CCC2)c1ccc(Br)s1	0.4	-208	57*	15	1.9	1	-3	1	-14	1
Nc1nc2nc(-c3ccc(F)cc3)cc(C(F)(F)F)n2n1	1	-24	-1	-4	2.8	1.3	-3	1	-8	-25
CCOCC(=O)Nc1c(C)n(C)n(-c2ccccc2)c1=O	1.1	13	-8	-8	1.8	0.9	-7	1.1	-2	7
CCc1nnc(NC(=O)CSc2nnc(-c3cccnc3)n2CCc2ccccc2)s1	1	-13	-4	-7	-1.6	0.9	-2	1	-2	10
Cc1cnc(C(=O)N2CCN(S(=O)(=O)c3ccc4ccccc4c3)CC2)cn1	1	10	-1	5	1.0	1.1	-4	1	-11	-7
Cc1ccc(SCC(=O)NNC(=O)C2CCCCC2)cc1	1	6	-2	-5	1.4	1	0	1	-170	-1
O=C(O)CNC(=O)CCN1C(=O)c2ccccc2C1=O	1.1	-7	-6	-4	3.8	0.8	0	1	-6	17
CCOC(=O)c1cccc(NC(=O)CSc2nc(N)cc(N)n2)c1	1.1	8	-6	6	1.6	0.9	-8	1.1	0	14

Ordered by molecular weight (lowest first): part of the list above
SMILES	FLuc stim CS	APP 5UTR inh	FLuc inhib CS	Lmaj promast	RAM inhibit	bIAP act	TNAP inh hi DEA	TNAP act hiacc	TNAP inh noacc	bIAP inh
Cc1ccc(SCC(=O)NNC(=O)C2CCCCC2)cc1	1	6	-2	-5	1.4	1	0	1	-170	-1
O=C(Nc1ccc2c(c1)CCC2)c1ccc(Br)s1	0.4	-208	57*	15	1.9	1	-3	1	-14	1
CN(CC(=O)NCc1ccccn1)S(=O)(=O)c1ccc(F)cc1	1.1	-5	-7	-1	-0.5	1	-1	1	1	-2

Additional compounds follow:
SMILES	FLuc stim CS	APP 5UTR inh	FLuc inhib CS	Lmaj promast	RAM inhibit	bIAP act	TNAP inh hi DEA	TNAP act hiacc	TNAP inh noacc	bIAP inh
COP(C)(=O)c1c(C)nn(-c2ccccc2)c1C (stereo not given)	1.1	-15	-8	-2	-0.6	0.9	-4	1	-3	8
CCN(CC)CCCNC(=O)CC1Oc2ccc(C)cc2NC1=O (stereo not given)	1	7	-5	-4	0.3	1.1	0	1	12	-8
CCNC(=O)c1c(NC(=O)c2cc(-c3cc(C)ccc3O)n[nH]2)sc2c1CCCC2	1.1	5	-5	4	8.3	0.9	-2	1	-102	8
CCOC(=O)c1ccc(NC(=O)CC2S/C(=N/N=C3/NC(=O)CS3)NC2=O)cc1 (stereo not given)	1.1	-12	-5	-8	1.5	1.1	-4	1	-2	-7
CCn1c(=O)c(-[n+]2ccccc2)c(O)c2ccccc21	1.1	5	-8	1	0.9	0.9	0	1	-10	11
CCN(CC)c1ccc(/C=N/OCC(=O)N2CCCc3ccccc32)cc1	1	8	-2	-2	0.9	0.8	-4	1	-15	16
O=S1(=O)N=C(N2CCN(Cc3ccccc3)CC2)c2ccccc21	1	2	0	6	0.6	1	-5	1.1	-10	2
CC1(C)CC(=O)C=C(NCCN2CCN(C(=O)Nc3ccc(Cl)cc3)CC2)C1	1.1	4	-8	-6	0.3	0.9	-4	1	-12	14
CC(C)C(=O)Nc1ccc(C(=O)N2CCN(C(=O)c3ccco3)CC2)cc1	1	-10	-4	-2	3.3	1.1	-1	1	2	-11
O=C(OCC1CC(c2ccccn2)=NO1)c1ccc(Br)cc1 (stereo not given)	0.9	5	6	-8	2.1	1	-3	1	-8	3

No enrichment for hits; about 13% have a hit in one of these screens.
